uPA surface inh: inhibitors of cell surface uPA generation | cell surface uPA generation assay, qHTS | Potency, µM (doses to about 38.3 µM), for the others: top-dose activity change, negative = inhibition, hits mostly inhibitors | actives 0.31% (n = 330,000); active = well fitted inhibition curve with a large enough effect; inconclusive = small, poorly fitted or top-dose-only effect; inactive = no such curve, though single readings can be large or run the other way; tested in mouse RAW 264.7 cells; also: potency is read from the fitted curve at half-maximal effect; % is scaled to controls: 0 for no effect and ±100 for the full control effect; nearly all actives have a fitted effect of over 55% in size
ASM inhibitor: inhibitors of human secretory acid sphingomyelinase; P17405; placental ASM, HMU-PC fluorogenic substrate, 60 min; Potency, µM (doses to about 57.5 µM), inactives show at the highest dose activity change, negative = inhibition, most hits filed as inhibitors; actives 0.006% (n = 340,000); AID 504937; also: potency is read from the fitted curve at half-maximal effect
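Human placenta-derived ASM enzyme was preincubated with compound for 10 minutes at room temperature, then given fluorogenic substrate HMU-PC0 (9 uM final) for 60 minutes at 37 °C; a pH 10 stop preceded fluorescence reading at Ex 386/Em 447 nm.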
PTAP TSG101 blk: blocks PTAP/TSG101 interaction to inhibit HIV-1 budding; Q99816; Fluorescence polarization, FITC-PTAP peptide / Tsg101 binding; Potency, µM (series often up to 115 µM), without a hit: top-dose activity change, negative = inhibition, actives largely listed as inhibitors; 340,000 tested, under 10 active; AID 493005; active = well fitted inhibition curve with a large enough effect in the main read-out, with a control signal flat, not every such curve was filed as active; inconclusive = small, poorly fitted or top-dose-only effect, or effect the other way, or a change in a side signal; inactive = no such curve, though single readings can be large or run the other way; also: potency is read from the fitted curve at half-maximal effect; % of control where 0% means no effect
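Fluorescence anisotropy tracks displacement of a FITC-tagged PTAP peptide (50 nM) from the Tsg101 binding domain (10 uM), following a 20 min room-temperature incubation at pH 7.5.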
Eya2 phos inh: blocks the phosphatase activity of human Eya2; actives 0.006% (n = 330,000); O00167; Potency, µM (series often up to 76.9 µM), for inactives: top-dose activity, negative = inhibition, actives largely listed as inhibitors; recombinant Eya2, OMFP fluorescence dephosphorylation (OMFP is methylfluorescein phosphate); AID 488837; also: potency is read from the fitted curve at half-maximal effect; % is scaled to controls: 0 for no effect and ±100 for the full control effect
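Eya2 (0.2 uM) preincubated 10 min at ambient with compound, then OMFP substrate added at 50 uM; 10 min reaction in 50 mM HEPES pH 7.5, 50 mM NaCl, 5 uM MgCl2, 0.05% BSA, 1 mM DTT. Fluorescence read at Ex 485/Em 525 nm.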
p53 reactivation: restores transcriptional activity of mutant p53; actives 0.063% (n = 320,000); Potency, µM (highest dose often 92.2 µM), for inactives: at the highest dose activity change, positive = activation, most hits filed as activators; AID 504706; H1299 p53-A138V BP100-luciferase reporter, luminescence, 24 h; also: potency is read from the fitted curve at half-maximal effect; % of control where 0% means no effect; nearly all actives have a fitted effect of over 45% in size
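p53-null H1299 cells stably carrying temperature-sensitive p53-A138V and a BP100-luciferase reporter were pinned with compounds (4-point, 1:5 series) and held 24 hrs at 37 deg C. Luminescence was read 10 min after detection reagent.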
a7 integrin act: activators of alpha7 integrin expression for muscular dystrophy; actives 0.064% (n = 350,000); AID 624291; Potency, µM (titrated, usually from 38.3 µM), for the others: at the highest dose activation, actives largely listed as activators; alpha7betagal myoblasts, beta-gal FDG fluorescence, 48 h;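 also: potency is read from the fitted curve at half-maximal effect; 100% = response of the positive control SU9516; nearly all actives have a fitted effect of over 60% in size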
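Alpha7betagal+/- myoblasts (passage 13) were plated 16-24 hr, then exposed to compounds (1:260 dilution of DMSO stock) for 48 hours at 37C. After MPER lysis, β-galactosidase reporter activity was read as FDG fluorescence (ex 480/em 540) after 30 minutes.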
ELG1 genotoxic: induces genotoxicity in HEK293T cells with luciferase-tagged ELG1 | AID 504466 | actives 1.3% (n = 330,000) | Potency, µM (titrated, usually from 46 µM), for inactives: at the highest dose activity change, positive = activation, usual class: activators | HEK293T ELG1-luciferase reporter, luminescence, 16 h; also: potency is read from the fitted curve at half-maximal effect; % of control where 0% means no effect; nearly all actives have a fitted effect of over 60% in size
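HEK293T cells expressing luciferase-tagged ELG1 were treated with compound or DMSO for 16 hr at 37°C. Luciferase activity was then read after 30 min with ONE-Glo at room temperature; rising signal flags genetic stress.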
TRPV1 ag: agonists of human vanilloid receptor 1 (TRPV1); Q8NER1; TRPV1-expressing cells, Fluo-8 calcium influx, agonist mode; activation, % at 8.33 µM; actives 0.19% (n = 320,000); AID 540275; in the data active = activation above about 80%; inconclusive = between about 30% and that limit; also: 0% is about no effect
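TRPV1-expressing cells were cultured overnight at 35.5C and loaded with Fluo-8 calcium dye for 40 to 90 min at room temperature. After a 10 s baseline, compound was added and calcium influx was read kinetically for 3 min (ex 480/em 520 nm).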
BRCA1 expr up: activators of BRCA1 expression; Potency, µM (titrated, usually from 46.1 µM), for the others: at the top dose activation, actives largely listed as activators; MCF7-BRCA1-FFLuc reporter, luminescence, 48 h; response scale: scaled: vehicle 0%, 10 µM genistein 100%; actives 1.1% (n = 380,000); AID 624202; also: potency is read from the fitted curve at half-maximal effect; nearly all actives have a fitted effect of over 80% in size; some results filed as inactive show a strong effect at the top dose
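Reporter cells (MCF7, BRCA1 promoter-firefly luciferase) received library compounds across a concentration series for 48 h. End-point luminescence was measured and concentration-effect curves derived after normalization.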
B2AR arrestin: recruits beta-arrestin to the human beta2-adrenergic receptor; P07550; beta-arrestin recruitment to beta2AR, cell-based reporter; Potency, µM (doses to about 46.1 µM), for inactives: top-dose activation, most hits filed as activators; actives 0.02% (n = 330,000); AID 492947;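 also: potency is read from the fitted curve at half-maximal effect; 0% = DMSO controls and full agonism = EC100 isoproterenol or metaproterenol; nearly all actives have a fitted effect of over 65% in size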
Target sequence (P07550 whole entry, looked up): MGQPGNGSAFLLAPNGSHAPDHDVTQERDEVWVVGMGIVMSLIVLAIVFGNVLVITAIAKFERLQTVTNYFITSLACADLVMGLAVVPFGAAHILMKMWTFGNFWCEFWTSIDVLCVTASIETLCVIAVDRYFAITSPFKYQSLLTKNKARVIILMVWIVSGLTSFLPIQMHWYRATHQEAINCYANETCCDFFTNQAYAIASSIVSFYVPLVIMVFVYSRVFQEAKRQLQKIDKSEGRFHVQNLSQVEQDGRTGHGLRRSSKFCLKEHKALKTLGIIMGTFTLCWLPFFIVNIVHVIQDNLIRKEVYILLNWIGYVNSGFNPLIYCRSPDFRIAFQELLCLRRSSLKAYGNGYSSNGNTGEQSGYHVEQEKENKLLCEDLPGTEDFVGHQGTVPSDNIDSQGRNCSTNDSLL
USP2a inh: inhibitors of human ubiquitin-specific protease USP2a; O75604; USP2 core, Ub-CHOP2 coupled fluorogenic reporter, 485/531; Potency, µM (titrated, usually from 38.3 µM), for the others: at the top dose activity change, negative = inhibition, usual class: inhibitors; actives 0.01% (n = 330,000); AID 463254;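 also: potency is read from the fitted curve at half-maximal effect; plate controls were DMSO wells for no effect and full inhibition by NEM control for full effect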
Target sequence (O75604 whole entry, looked up): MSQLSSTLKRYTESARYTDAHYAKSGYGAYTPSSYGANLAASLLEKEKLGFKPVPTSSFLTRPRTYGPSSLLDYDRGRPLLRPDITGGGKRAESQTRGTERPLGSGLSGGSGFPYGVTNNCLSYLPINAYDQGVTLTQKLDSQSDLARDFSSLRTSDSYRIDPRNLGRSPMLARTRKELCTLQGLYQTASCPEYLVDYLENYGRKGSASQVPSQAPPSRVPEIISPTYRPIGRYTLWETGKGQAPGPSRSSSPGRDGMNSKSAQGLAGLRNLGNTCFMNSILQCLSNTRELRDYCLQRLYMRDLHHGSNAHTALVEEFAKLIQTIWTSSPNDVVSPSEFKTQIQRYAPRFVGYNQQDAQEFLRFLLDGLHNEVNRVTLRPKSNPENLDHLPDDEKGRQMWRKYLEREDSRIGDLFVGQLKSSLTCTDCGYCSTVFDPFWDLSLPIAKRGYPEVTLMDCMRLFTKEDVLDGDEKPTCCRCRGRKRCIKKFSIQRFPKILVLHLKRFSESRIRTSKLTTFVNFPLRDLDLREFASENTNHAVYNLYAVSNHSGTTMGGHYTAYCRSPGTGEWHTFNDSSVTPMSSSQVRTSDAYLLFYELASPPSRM
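USP2 core (10nM final) preincubated 30min RT with compound in 20mM Tris-HCl pH 8.0, 2mM CaCl2, 2mM beta-mercaptoethanol, 0.05% CHAPS; 25nM Ub-CHOP2 plus 25nM reporter substrate added, fluorescence (Ex485/Em531) read after 60min.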
* hit, by the source's call; ? = inconclusive; . = no result given; [ ] = remark or other dose. Unless noted, calls follow the shape of the dose curve; as a rule, active = well fitted curve in the direction sought with a large enough effect; inconclusive = small, poorly fitted or top-dose-only effect, or another doubt; inactive = no such curve, though single readings can be large; an effect the other way counts as inactive or inconclusive.

1	O=C(CN1C(=O)COc2ccccc21)N1CCN(C2CCCCC2)CC1
2	C=CC[C@@H](CC(=O)N[C@H](CO)Cc1ccccc1)C(=O)N[C@@H](C)COC(=O)[C@@H](CC=C)CC(=O)OC(C)(C)C
3	CCCc1cc(=O)oc2cc(C)cc(O)c12
4	CC(OC(=O)C1=Cc2ccccc2OC1)C(=O)NC1CCCC1 (centres undefined)
5	O=C(N/N=C1\NC(=O)C(CO)(CO)S1)c1ccccc1
6	O=C(NC1CCCc2ccccc21)c1n[nH]c(=O)c2ccccc12 (centres undefined)
7	CC1CCCN(CCCNC(=O)C2CC(=O)N(CCc3ccccc3)C2)C1 (centres undefined)
8	CCOC(=O)C1=C(COC(=O)C2CC(=O)N(c3ccc(CC)cc3)C2)NC(=O)NC1C (centres undefined)

Compound	1	2	3	4	5	6	7	8
a7 integrin act	-4%	0%	-22%	0%	15%	-4%	-3%	4%
BRCA1 expr up	-9%	-17%	-9%	-9%	13%	-12%	-6%	11%
ASM inhibitor	0%	1%	4%	6%	-1%	-2%	4%	-1%
uPA surface inh	-2%	7%	.	-1%	13%	-6%	-14%	10%
Eya2 phos inh	-2%	-20%	5%	4%	-2%	-7%	9%	19%
TRPV1 ag	2	.	13	6	2	6	0	3
ELG1 genotoxic	1%	-3%	-8%	-11%	-2%	-15%	-1%[9.26 µM]	-3%
p53 reactivation	-2%	1%	-1%	6%	2%	-4%	11%	1%
USP2a inh	4%	4%	-1%	1%	2%	4%	0%	2%
PTAP TSG101 blk	3%	-2%	-4%	-8%	-3%	0%	-3%	2%
B2AR arrestin	0.5%	-0.3%	-0.2%	0.0%	-0.2%	-1.0%	-1.0%	-0.3%

9	Cc1ccc(-n2nnnc2SCC(=O)N2CC(=O)Nc3ccccc32)cc1
10	Cc1ccc(CNCCNCCO)s1
11	COc1ccccc1N(C)S(=O)(=O)c1ccc(C(=O)OCC(=O)c2c[nH]c3ccccc23)cc1
12	CCC(C)[C@H](NC(=O)N1CCCCC1)C(=O)OC (some centres undefined)
13	COc1cccc(-n2cnc3sc(C)c(C)c3c2=O)c1
14	O=C(Nc1nnc(C2CCCO2)s1)c1ccc(Br)cc1 (centres undefined)
15	Cc1ccc(S(=O)(=O)c2cc3c(=O)n4ccccc4nc3n(C3CCCC3)c2=N)cc1
16	Nc1cc2c(cc1Cl)-c1ccccc1C2

Compound	9	10	11	12	13	14	15	16
a7 integrin act	-37%	-13%	-7%	10%	10%	-29%[7.66 µM]	?	-16%
BRCA1 expr up	-24%	2%	-7%	-4%	59%	11µM*	-36%	34%
ASM inhibitor	3%	1%	-4%	1%	1%	4%	-3%	-6%
uPA surface inh	6%	1%	-2%	1%	15%	.	-4%	-6%
Eya2 phos inh	-9%	-18%	3%	-29%	-2%	2%	8%	.
TRPV1 ag	11	-5	-7	-3	2	13	-1	.
ELG1 genotoxic	0%	0%	-5%	1%	4%	?	-5%	.
p53 reactivation	-2%	4%	-9%	-3%	24%	14%	-6%	.
USP2a inh	0%	0%	1%	1%	1%	1%	-1%	.
PTAP TSG101 blk	2%	-1%	1%	0%	-1%	0%	-7%	-1%
B2AR arrestin	-0.6%	0.0%	-0.1%	-0.3%	0.0%	-0.2%	-0.6%	.

Record cards (already shown).
Entry for `CCC(C)[C@H](NC(=O)N1CCCCC1)C(=O)OC` (some centres undefined) = a7 integrin act = 10%; BRCA1 expr up = -4%; ASM inhibitor = 1%; uPA surface inh = 1%; Eya2 phos inh = -29%; TRPV1 ag = -3; ELG1 genotoxic = 1%; p53 reactivation = -3%; USP2a inh = 1%; PTAP TSG101 blk = 0%; B2AR arrestin = -0.3%
Entry for `Nc1cc2c(cc1Cl)-c1ccccc1C2` = a7 integrin act = -16%; BRCA1 expr up = 34%; ASM inhibitor = -6%; uPA surface inh = -6%; Eya2 phos inh = .; TRPV1 ag = .; ELG1 genotoxic = .; p53 reactivation = .; USP2a inh = .; PTAP TSG101 blk = -1%; B2AR arrestin = .

(more compounds)
17	CC1CCCN(C(=O)CN2C(=O)C(C)Oc3ccccc32)C1 (centres undefined)
18	O=C(NC12CCC(O)C(SC1)/C2=N/O)c1ccccc1 (centres undefined)
19	Cc1ccc(/C=C/C(=O)N2CC(=O)Nc3ccccc32)o1
20	COc1cccc(-c2cc(C(F)(F)F)nc(N3CCN(c4ccccc4)CC3)n2)c1
21	O=C(c1ccc(Cl)cc1)C1CCCN(Cc2cccn2-c2ccccn2)C1 (centres undefined)
22	CC(C)(C)CC(=O)Nc1ccc(Nc2ccccc2)cc1
23	Cc1c(Cl)cnc(NC(=O)COC(=O)c2cccs2)c1Cl
24	CN(C)C1(CNC(=O)C2CCN(S(=O)(=O)c3ccccc3C(F)(F)F)CC2)CCCCC1

Compound	17	18	19	20	21	22	23	24
a7 integrin act	-21%	-12%	-10%	10%	-11%	0%	17%	-40%
BRCA1 expr up	-13%	-4%	0%	-9%	0%	6.3µM*	1%	-20%
ASM inhibitor	-3%	-1%	-3%	-2%	-2%	-1%	0%	4%
uPA surface inh	-1%	1%	2%	2%	-4%	-2%	9%	-4%
Eya2 phos inh	-1%	12%	?	.	-10%	-37%	15%	-4%
TRPV1 ag	9	-1	-2	0	7	4	14	-4
ELG1 genotoxic	-1%	-1%	10%	-4%	-13%	11%	-5%	5%
p53 reactivation	-4%	-3%	29%	16%	-3%	?	2%	18%
USP2a inh	-1%	1%	?	4%	1%	4%	-4%	3%
PTAP TSG101 blk	0%	-1%	-7%	-2%	0%	-4%	-2%	-2%
B2AR arrestin	0.1%	0.2%	-0.2%	-0.6%	0.5%	-0.2%	0.0%	-0.4%

25	Cc1ccc(/C=N/c2sc3c(c2C(N)=O)CCCC3)o1
26	O=C(c1cc2sccc2n1Cc1ccccc1)N1CCc2ccccc21
27	Cc1ccc(OC(C)C(=O)N2CCc3ccccc32)cc1 (centres undefined)
28	CCCn1c(SCC(=O)Nc2cccc(S(=O)(=O)NC3=NCCCCC3)c2)nc2ccccc2c1=O
29	O=C(CN1C(=O)NC2(CCc3ccccc32)C1=O)Nc1cccc(F)c1 (centres undefined)
30	COc1ccc(-n2c(Cc3cc(=O)[nH]c(=O)[nH]3)nnc2SCc2ccccc2)cc1
31	COc1ccc(NC(=O)COn2nnc3ccc(Cl)cc32)cc1OC
32	S=c1[nH]nc(-c2ccn[nH]2)n1-c1ccccc1Cl

Compound	25	26	27	28	29	30	31	32
a7 integrin act	7%	14%[7.66 µM]	-8%	-13%	7%	-4%	-5%	44%
BRCA1 expr up	-2%	-38%	41%	-1%	-2%	-16%	-2%	30%
ASM inhibitor	-10%	-9%	3%	-1%	4%	12%	-1%	2%
uPA surface inh	-15%	.	13%	1%	3%	-6%	-8%	16%
Eya2 phos inh	-7%	15%	-3%	-9%	16%	12%	-15%[15.4 µM]	22%
TRPV1 ag	4	15	?	1	3	.	0	1
ELG1 genotoxic	12%	0%	11%	-7%	-1%	-2%	-1%	14%
p53 reactivation	14%	-18%	5%	-2%	-9%	1%	-9%	15%
USP2a inh	1%	4%	-5%	1%	-1%	0%	-2%	7%
PTAP TSG101 blk	1%	-7%	-8%	-5%	-1%	0%	-12%	0%
B2AR arrestin	-0.2%	2.9%	-0.1%	-0.4%	0.3%	-1.5%	0.1%	0.1%

33	CCCOc1ccc2oc(=O)c3c(c2c1)CCCN3C(=O)CN1CCN(c2ncccn2)CC1
34	COCC(=O)NNC(=O)c1ccc(OC)cc1
35	COc1ccc(C(CC(=O)N2CCN(C)CC2)NC(=O)C(F)(F)F)cc1 (centres undefined)
36	Cc1ccc(S(=O)(=O)NC(=NCC(=O)O)c2ccc(F)cc2)cc1
37	Cc1cc(NC(=O)c2ccc(Cl)c(S(=O)(=O)N3CCOCC3)c2)no1

Compound	33	34	35	36	37
a7 integrin act	-6%	17%	-3%	-16%	-38%
BRCA1 expr up	8%	-11%	9%	5%	-23%
ASM inhibitor	10%	4%	0%	3%	1%
uPA surface inh	-6%	14%	-20%	.	-5%
Eya2 phos inh	5%	-27%	-7%	6%	-6%
TRPV1 ag	-2	-1	-7	0	7
ELG1 genotoxic	-1%	-2%	1%	2%	-4%
p53 reactivation	15%	-2%	-2%	-2%	-2%
USP2a inh	1%	1%	5%	-1%	0%
PTAP TSG101 blk	-5%	1%	-1%	-3%	-1%
B2AR arrestin	-0.3%	0.2%	-0.7%	-0.3%	-0.2%

Source: PubChem BioAssay
